Screening data: PubChem BioAssay, Southern Research Specialized Biocontainment Screening Center
H1N1 NS1A inhibition: H1N1 influenza NS1A inhibitors, functional cell based assay (AID 504329); NS1A functional cell-based assay, percent inhibition; higher % means a stronger effect; inhibition, % at 12.5 µM; hits with a dose series show IC50 in µM; hit rate 0.3% among 340,000; in the data active = a potency from the dose series; inconclusive = inhibition above about 27% without an active follow-up result; note: strong numbers were not always called active
H37Rv inhibition: M. tuberculosis growth inhibition, HTS (AID 449762); M. tuberculosis H37Rv growth inhibition, 7H9 media; higher % means a stronger effect; one-dose inhibition, % at 25 µM; IC50 in µM for titrated hits; hit rate 0.59% among 330,000; in the data active = a potency from the dose series; inconclusive = inhibition above about 70% without an active follow-up result;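 note: bacterial growth assessed after seven days of incubation; strong numbers were not always called active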
PhoP GFP inhibition: PhoP regulon inhibitors, Salmonella typhi PhoP promoter GFP reporter, confirmatory (AID 1850); one-dose inhibition, % at 50 µM; IC50 in µM for titrated hits; Salmonella Typhi PhoP-promoter GFP reporter, fluorescence, 4 h; higher % means a stronger effect; hit rate 0.33% among 310,000; in the data active = a potency from the dose series; inconclusive = inhibition mostly from about 25% at the one dose, without a potency; inactive = the rest, 99 in 100 with inhibition below about 19%;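 note: 0% = induced wells with vehicle and 100% = uninduced wells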
VEEV TC-83 Vero: inhibitors of VEEV TC-83 cytopathic effect, confirmation, Vero cells (AID 588727); Vero cells, VEEV TC-83 cytopathic effect inhibition; higher % means a stronger effect; inhibition, % at 20 µM, or IC50 in µM where a hit was titrated; hit rate 0.13% among 350,000; in the data active = a potency from the dose series; inconclusive = inhibition mostly from about 14% at the one dose, without a potency; inactive = the rest, 99 in 100 with inhibition below about 12%; note: strong numbers were not always called active
tuberculosis growth: growth inhibition of non-replicating M. tuberculosis (AID 488890) | Mycobacterium tuberculosis non-replicating, growth inhibition; higher % means a stronger effect | inhibition, % at 25 µM; hits with a dose series show IC50 in µM | hit rate 0.39% among 320,000; in the data active = a potency from the dose series; inconclusive = inhibition mostly from about 82% at the one dose, without a potency; inactive = the rest, 99 in 100 with inhibition below about 76%;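 note: plate controls were DMSO cells for no effect and high antibiotic wells for full effect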
VEEV TC-83 Vero 10K pilot screen: also measured in VEEV TC-83 Vero; calls as there; inhibition, %; measured here: 10K pilot screen inhibition
An asterisk follows results filed as active; i = inactive; ? = inconclusive; . = not tested or not shown.

SMILES | H1N1 NS1A inhibition | H37Rv inhibition | PhoP GFP inhibition | VEEV TC-83 Vero | tuberculosis growth | others
CN(C)CCCNC(NC(=O)/C=C/c1ccccc1)C(Cl)(Cl)Cl (stereo unspecified) | -8% | 2% | -9% | 1.1% | 4%
O=C(CN1CCCC1)Nc1cc(C(F)(F)F)cc(C(F)(F)F)c1 | -6% | -6% | 4% | 1.4% | -7%
COc1cccc(N/C=C(\C#N)c2ccc(OCCCF)cc2)c1 | -4% | 2% | 10% | 0.4% | 4%
COC(=O)COc1ccc(S(=O)(=O)N2CCN(c3ccc(OC)cc3)CC2)cc1 | 9% | ? | 11% | 0.5% | 68%
CCCCCCN1CC(O)=C(c2ccccc2)C1=N | -3% | 55% | -6% | 0.6% | 7%
CC12CC1(C)C(=O)N(c1cc(Cl)cc(Cl)c1)C2=O (stereo unspecified) | 6% | . | . | 2.0% | .
Cc1cccc(NS(=O)(=O)c2ccc(C(=O)NCC3CCCO3)cc2)c1C (stereo unspecified) | -6% | -19% | -13% | 0.2% | -5%
COc1ccc(CCCc2n[nH]c(=S)o2)c(C)c1 | -4% | 2% | -11% | 1.2% | 16%
COc1ccccc1N1CCN(/N=C/c2cc(OC)c(OC)c(OC)c2)CC1 | 4% | -3% | -3% | 0.9% | 1%
CC(C)=CC(=O)Nc1ccc2c(c1)OCO2 | 2% | -2% | 3% | 0.1% | 15%
CC(C)c1ccc(C(C(=O)NC2CCCC2)N(C(=O)c2csnn2)C2CC2)cc1 (stereo unspecified) | 6% | 8% | -3% | i | 11%
O=C(Nc1ccc(Cl)cc1Cl)C1CCCO1 (stereo unspecified) | 2% | -7% | -4% | 1.2% | 37%
CC(C)CCNc1nnnc2c1sc1nc(N3CCOCC3)c3c(c12)CC(C)(C)SC3 | 18% | ? | -5% | 8.0% | 59%
Cn1c(CNC(=O)c2ccco2)nnc1SCC(=O)Nc1ccccc1Cl | 2% | 1% | -3% | 1.8% | 6%
Cc1ccc(N2CC3=C(C2=O)C(c2ccccc2)NC(=O)N3C)cc1 (stereo unspecified) | -2% | -2% | 11% | 0.6% | -6%
N#CCCN1CCN(C(CNS(=O)(=O)c2ccc(Cl)cc2)c2ccccc2)CC1 (stereo unspecified) | 2% | -2% | 10% | 0.1% | -3%
Cc1cccc(OCCOCCSc2ncccn2)c1 | -3% | 4% | -20% | 0.2% | 61%
COc1ccc(CCNc2cc(C)nc3c(-c4ccc(Cl)cc4)c(C)nn23)cc1OC | -4% | ? | 7% | 9.0% | 46%
CCCCNS(=O)(=O)c1ccc(NC(=O)Cc2ccccc2[N+](=O)[O-])cc1 | 6% | 2% | -35% | 1.0% | 16%
CCN(CC(=O)Nc1c(F)cccc1F)C(=O)/C=C/c1ccc(OCC#N)c(OC)c1 | 0% | 1% | -4% | 2.2% | -3%
O=C(COC(=O)c1cccnc1Nc1ccccc1F)NCc1ccc2c(c1)OCO2 | 4% | -1% | -10% | 0.9% | -23%
Cc1cccc(Nc2nc(N)nc(N)c2N=O)c1 | 4% | . | . | 2.5% | .
O=C(COC(=O)c1ccc[nH]c1=O)Nc1ccc2c(c1)OC(F)(F)O2 | -11% | 10% | -2% | i | -4%
COc1ccc(OCCCC(=O)OC(C)C(=O)Nc2ccc(NC(C)=O)cc2)cc1 (stereo unspecified) | -6% | -26% | -8% | 3.6% | -11%
Cc1cccc(-n2c(-c3ccccc3)c[nH]c2=S)c1C | 11% | 1% | -9% | 6.1% | -10%

(continued)
SMILES | H1N1 NS1A inhibition | H37Rv inhibition | PhoP GFP inhibition | VEEV TC-83 Vero | tuberculosis growth | others
S=c1[nH]nc(-c2cccnc2)n1-c1ccc2c(c1)OCCO2 | -2% | 4% | 6% | 0.8% | -3%
Cc1nn(-c2cccc(C(=O)O)c2)c(C)c1[N+](=O)[O-] | -20% | -11% | 4% | 0.4% | -6%
O=C(CN1C(=O)c2cccc3cccc1c23)N1CCc2ccccc2C1 | 8% | -8% | -2% | 1.6% | .
COc1ccccc1N(CC(=O)N/N=C/c1ccc(C(=O)O)cc1)S(=O)(=O)c1ccc(C)cc1 | -4% | 1% | 8% | 0.7% | 25%
CNC(=O)COc1ccc(S(=O)(=O)Nc2ccc(OC)cc2)cc1 | 0% | 3% | 2% | 0.8% | -4%
CC(NC(=O)Cn1cnnn1)C12CC3CC(CC(C3)C1)C2 (stereo unspecified) | 11% | -4% | -3% | 0.4% | .
NC(=O)CCCn1c(C(=O)c2ccc(Cl)cc2)c2ccc(C(F)(F)F)cc2[n+]1[O-] | 0% | 2% | 3% | 0.2% | 18% | VEEV TC-83 Vero 10K pilot screen=0.8
COC(=O)c1nn(-c2ccccc2)c(=O)cc1Sc1ccc(Cl)cc1 | 1% | -9% | 6% | 0.8% | -2%
Cc1cccc(NC(=O)NCCN2C(=O)C3C4C=CC(C4)C3C2=O)c1 (stereo unspecified) | 1% | -9% | 15% | 0.7% | 6%
O=C(CCn1c(=O)sc2ccccc21)NC1CCCCC1 | -3% | 4% | -1% | 2.8% | 17%
CC[C@]12c3[nH]c4cc(CCC(=O)N(C)C)ccc4c3CCN1C(=O)[C@@H](CC(=O)NCCCn1ccnc1)C[C@@H]2C(=O)N1CCN(C(=O)c2ccco2)CC1 | 4% | . | . | 0.6% | .
COc1ccc(CCNC(=O)c2ccc3c(SCC(=O)O)c4c(nc3c2)CCCC4)cc1OC | 5% | -9% | 4% | 0.9% | -11%
Cc1cc(C)cc(OCC(O)Cn2nc(C)cc2C)c1 (stereo unspecified) | -6% | 12% | -6% | 1.9% | 25%
O=C(CSc1nnc2c(Cl)cc(Cl)cn12)NC1CCS(=O)(=O)C1 (stereo unspecified) | 0% | 8% | -20% | 0.8% | 12%
COc1ccc(CCNC(=O)c2cc(-c3cccs3)on2)cc1OC | 4% | . | 4% | 5.1% | .
CN1CCN(CCCCOc2ccc(F)cc2)CC1 | 4% | -3% | -8% | i | 19%
O=C(CSc1nc2ccccc2c(=O)n1-c1ccc(F)cc1)NC1CC1 | -6% | -4% | . | 8.1% | 38%
CCOC(=O)c1ccc(NS(=O)(=O)c2c(C)[nH]c(C)c2C(=O)N2CCCCC2)cc1 | 3% | -7% | -3% | 3.7% | -2%
CCN(CC)CCCN1C(=O)C(O)=C(C(=O)c2cc3ccccc3o2)C1c1ccccn1 (stereo unspecified) | -3% | -8% | 8% | i | -17% | VEEV TC-83 Vero 10K pilot screen=0.3
Cc1cccc(/C=C/C(=O)c2ccc([N+](=O)[O-])o2)c1 | 12% | <0.2µM* | -7% | 1.3% | ? | VEEV TC-83 Vero 10K pilot screen=14
CC1CCC(NC(=O)c2ccc(NC(=O)c3ccc(=O)[nH]c3)cc2)CC1 (stereo unspecified) | . | -9% | -9% | . | .
CCCCN(C(=O)c1c(CC)noc1C)c1c(N)n(CCC)c(=O)[nH]c1=O | -6% | -5% | 2% | 1.0% | -6%
CC(C)c1cc(CN2C(C)COCC2C)cc(C(C)C)c1O (stereo unspecified) | 0% | . | . | i | .
O=C(NC1CC2CCC1C2)c1ccco1 (stereo unspecified) | -3% | -4% | 1% | 0.7% | 74%
CCCOc1ccccc1NC(=O)Nc1ccccc1Cl | 3% | 6% | 1% | i | 16%

Gathered by group: the entries above containing two or more sulfur atoms (2)
SMILES | H1N1 NS1A inhibition | H37Rv inhibition | PhoP GFP inhibition | VEEV TC-83 Vero | tuberculosis growth | others
CC(C)CCNc1nnnc2c1sc1nc(N3CCOCC3)c3c(c12)CC(C)(C)SC3 | 18% | ? | -5% | 8.0% | 59%
O=C(CSc1nnc2c(Cl)cc(Cl)cn12)NC1CCS(=O)(=O)C1 (stereo unspecified) | 0% | 8% | -20% | 0.8% | 12%

Part of the list above in order of SMILES length, highest first.
SMILES | H1N1 NS1A inhibition | H37Rv inhibition | PhoP GFP inhibition | VEEV TC-83 Vero | tuberculosis growth | others
COc1ccccc1N(CC(=O)N/N=C/c1ccc(C(=O)O)cc1)S(=O)(=O)c1ccc(C)cc1 | -4% | 1% | 8% | 0.7% | 25%
CCN(CC)CCCN1C(=O)C(O)=C(C(=O)c2cc3ccccc3o2)C1c1ccccn1 (stereo unspecified) | -3% | -8% | 8% | i | -17% | VEEV TC-83 Vero 10K pilot screen=0.3
COc1ccc(OCCCC(=O)OC(C)C(=O)Nc2ccc(NC(C)=O)cc2)cc1 (stereo unspecified) | -6% | -26% | -8% | 3.6% | -11%
O=C(COC(=O)c1cccnc1Nc1ccccc1F)NCc1ccc2c(c1)OCO2 | 4% | -1% | -10% | 0.9% | -23%
COC(=O)c1nn(-c2ccccc2)c(=O)cc1Sc1ccc(Cl)cc1 | 1% | -9% | 6% | 0.8% | -2%
Cn1c(CNC(=O)c2ccco2)nnc1SCC(=O)Nc1ccccc1Cl | 2% | 1% | -3% | 1.8% | 6%
CC12CC1(C)C(=O)N(c1cc(Cl)cc(Cl)c1)C2=O (stereo unspecified) | 6% | . | . | 2.0% | .
Cc1cccc(-n2c(-c3ccccc3)c[nH]c2=S)c1C | 11% | 1% | -9% | 6.1% | -10%
Cc1cc(C)cc(OCC(O)Cn2nc(C)cc2C)c1 (stereo unspecified) | -6% | 12% | -6% | 1.9% | 25%
Cc1cccc(Nc2nc(N)nc(N)c2N=O)c1 | 4% | . | . | 2.5% | .
O=C(Nc1ccc(Cl)cc1Cl)C1CCCO1 (stereo unspecified) | 2% | -7% | -4% | 1.2% | 37%
Cc1cccc(OCCOCCSc2ncccn2)c1 | -3% | 4% | -20% | 0.2% | 61%
O=C(NC1CC2CCC1C2)c1ccco1 (stereo unspecified) | -3% | -4% | 1% | 0.7% | 74%

The list goes on:
SMILES | H1N1 NS1A inhibition | H37Rv inhibition | PhoP GFP inhibition | VEEV TC-83 Vero | tuberculosis growth | others
c1ccc2c(CNc3ccc(CNc4ncn[nH]4)cc3)cccc2c1 | 9% | 1% | 3% | 3.5% | 12%
CN(C(=O)c1c(Cl)nc2sccn12)C1CCCCC1 | -12% | -7% | -14% | 0.3% | 3%
Cc1ccc(N2CCN(Cc3ccccc3)CC2=O)c(C)c1 | 0% | 7% | -3% | 2.0% | 20%
Cc1csc(SCC(=O)Nc2cccc3nsnc23)n1 | -12% | 3% | 1% | 2.5% | ?
c1ccc(NC2=NCCN2CCC2CCCC2)cc1 | -6% | 0% | -3% | 0.7% | 14%
Cc1cc(OCC(=O)OCC(=O)NC2CCCCC2C)ccc1Cl (stereo unspecified) | -10% | 1% | . | 0.6% | 42%
CCCOC1CCCN(C(=O)c2ccc(OC)c(OC3CCN(C(C)C)CC3)c2)C1 (stereo unspecified) | -12% | 4% | -2% | 4.5% | -11%
CCc1ccc(-c2cc(C(=O)Nc3ccc(S(=O)(=O)NC(C)=O)cc3)c3ccccc3n2)cc1 | -17% | 21% | 3% | 3.5% | 24%
COC(=O)c1nc(NC(=O)c2ccc(Cl)cc2)n[nH]1 | -5% | 1% | -4% | i | -3%
COc1ccc(/C=C/C(=O)NC(=S)Nc2ccccn2)cc1 | 4% | 13% | 1% | 1.0% | 8%
COc1cccc(C2NC(=O)CCC2[N+](=O)[O-])c1 (stereo unspecified) | 11% | 9% | -1% | 0.5% | -19%
C[C@H]1CN([C@@H](C)CO)C(=O)c2cc(NC(=O)c3ccncc3)ccc2O[C@H]1CN(C)Cc1ccc(C(=O)O)cc1 | -2% | 5% | . | i | -17%
CN(Cc1ccccc1)C(=O)c1[nH]cnc1C(=O)NCC(=O)OC(C)(C)C | 0% | -5% | 2% | 0.2% | 25%
CC(NC(=S)NC1CCC(C(C)(C)C)CC1)c1ccccc1 (stereo unspecified) | -7% | 6% | -7% | i | 49%
CCOC(=O)C1CN(S(C)(=O)=O)c2cc(CC(=O)OC)ccc2O1 (stereo unspecified) | -13% | 4% | -3% | 1.4% | -6%
COCCNC(=O)C(c1ccc(C)o1)N(CC1CCCO1)C(=O)Cn1nnc2ccccc21 (stereo unspecified) | -4% | -3% | 5% | i | 6%
